Assay outcomes from PubChem.
697 NFkB inh – inhibitors of the PMA/ionomycin-induced NF-kB reporter in 697 B cells; 697 B-cell NF-kB luciferase reporter, 16 h; inhibition, % at 4 µM; 330,000 tested, 0.33% active; AID 435022; in the data active = inhibition above about 35%
Gli-Sufu antag – antagonists of Gli-Sufu signaling | AID 588413 | Sufu-KO-LIGHT fibroblasts, Gli luciferase reporter luminescence | 340,000 tested, 0.74% active | inhibition, % at 5 µM;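 active = inhibition above about 55%, limit read from the data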;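 note: 0% = DMSO-treated cells and 100% = wells with medium but no cells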
Apaf1 inhib – human Apaf-1 inhibition | O14727 | reconstituted apoptosome caspase-3 activity, DEVD-Rh110 fluorescence | AID 489030 | 330,000 tested, 0.71% active | inhibition, % at 20 µM; active = inhibition of at least 40% at 20 µM;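 note: plate controls were DMSO wells for no effect and DEVD-CHO caspase inhibitor wells for full effect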
Target sequence (O14727 whole entry, looked up): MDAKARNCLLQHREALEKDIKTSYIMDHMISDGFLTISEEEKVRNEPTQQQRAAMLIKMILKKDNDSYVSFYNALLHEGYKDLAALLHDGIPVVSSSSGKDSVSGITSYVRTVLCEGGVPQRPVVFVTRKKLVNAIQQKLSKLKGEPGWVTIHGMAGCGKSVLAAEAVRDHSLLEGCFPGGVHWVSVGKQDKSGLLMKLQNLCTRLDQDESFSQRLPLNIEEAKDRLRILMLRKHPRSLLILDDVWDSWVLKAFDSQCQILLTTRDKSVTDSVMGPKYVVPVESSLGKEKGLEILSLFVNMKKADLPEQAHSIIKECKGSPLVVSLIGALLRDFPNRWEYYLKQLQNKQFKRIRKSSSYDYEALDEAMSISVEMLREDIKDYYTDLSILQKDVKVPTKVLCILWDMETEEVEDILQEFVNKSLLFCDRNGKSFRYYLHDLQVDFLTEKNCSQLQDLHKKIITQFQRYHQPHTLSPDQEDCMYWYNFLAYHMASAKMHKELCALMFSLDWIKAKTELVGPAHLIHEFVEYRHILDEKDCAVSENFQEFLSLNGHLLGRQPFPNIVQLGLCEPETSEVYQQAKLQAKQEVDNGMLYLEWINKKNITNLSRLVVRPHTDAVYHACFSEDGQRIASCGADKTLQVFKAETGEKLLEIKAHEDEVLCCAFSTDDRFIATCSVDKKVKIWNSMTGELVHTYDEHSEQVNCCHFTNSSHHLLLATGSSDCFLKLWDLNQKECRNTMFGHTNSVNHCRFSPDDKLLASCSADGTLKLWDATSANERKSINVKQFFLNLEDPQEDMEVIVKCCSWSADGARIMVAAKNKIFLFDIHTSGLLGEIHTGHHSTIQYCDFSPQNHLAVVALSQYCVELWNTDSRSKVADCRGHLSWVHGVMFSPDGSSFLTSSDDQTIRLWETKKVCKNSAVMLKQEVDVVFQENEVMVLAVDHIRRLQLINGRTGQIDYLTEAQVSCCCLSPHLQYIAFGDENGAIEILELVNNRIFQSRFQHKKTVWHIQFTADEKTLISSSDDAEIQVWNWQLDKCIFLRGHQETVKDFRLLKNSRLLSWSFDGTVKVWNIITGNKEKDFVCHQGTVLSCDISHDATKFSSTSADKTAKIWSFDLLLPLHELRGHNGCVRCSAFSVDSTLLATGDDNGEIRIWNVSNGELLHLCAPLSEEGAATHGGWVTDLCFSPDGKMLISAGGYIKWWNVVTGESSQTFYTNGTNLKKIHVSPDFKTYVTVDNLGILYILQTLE
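Material: reconstituted apoptosome with Apaf-1, cytochrome c, caspase-9, procaspase-3, dATP; medium: pH 7.5 Hepes buffer with CHAPS, BSA, DTT; also added: cytochrome c and DEVD-Rh110 substrate; timing: 30 min plus 50 min, RT; signal: Rh110 fluorescence intensity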
SENP8 inh – blocks the human protease SENP8 | Q96LD8 | purified SENP8, Z-RLRGG-aminoluciferin cleavage, luminescence | inhibition, % at 10 µM | 330,000 tested, 1.2% active
HKDC1 inhibitor – blocks human hexokinase HKDC1 activity | Q2TB90 | recombinant HKDC1, G6PDH/diaphorase resazurin coupled fluorescence | inhibition, % at 20 µM | 340,000 tested, 0.16% active | AID 493160;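 active = inhibition above about 35% when tested at 20 µM, limit read from the data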;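 note: plate controls were DMSO wells with enzyme for no effect and DMSO wells lacking enzyme for full effect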
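Test system: recombinant HKDC1 (HK5) hexokinase enzyme, produced in-house; Amount: enzyme 5 µg/mL final; Buffer or medium: Tris pH 8.0 buffer with MgCl2, Tween-20, BSA, BME; Reagent: glucose and ATP substrates; Doses: 20 µM test compound, 1% DMSO; Incubation: 90 min reaction incubation at room temperature, dark; Detection: resorufin fluorescence at 613 nm.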
SENP7 inh – blocks the human protease SENP7; Q9BQF6; recombinant SENP7, Z-RLRGG-aminoluciferin luminescence, 40 min; inhibition, % at 5 µM; 330,000 tested, 1.5% active;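 active = inhibition above about 50% at the single test dose, limit read from the data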;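 note: plate controls were DMSO with enzyme for no effect and no enzyme buffer wells for full effect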
UBC13 inh – inhibitors of human UBC13 polyubiquitin chain formation; 330,000 tested, 0.47% active; inhibition, % at 20 µM; TR-FRET; P61088; AID 485273; in the data active = inhibition above about 45%, passing the limit was not always enough
Jurkat NFkB inh – lowers PMA/ionomycin-induced NF-kB signal in Jurkat cells. PMA/ionomycin-induced NF-kB luciferase reporter, luminescence. inhibition, % at 4 µM. 330,000 tested, 0.53% active. AID 435003
The depositor's hits bear a star; & = joins results of further samples. Cut-off read from the data, not from the text of the source, unless noted: active = inhibition above about 50%; inactive = the rest.

SMILES | 697 NFkB inh | Gli-Sufu antag | Apaf1 inhib | SENP8 inh | HKDC1 inhibitor | SENP7 inh | UBC13 inh | Jurkat NFkB inh
COc1ccc(NC(=S)NC(=O)/C=C/c2ccco2)cc1 | -44 | 15 | 8 | -13 | -3 | -5 | -22 | 2
CCOC(=O)COc1ccc2c(c1)c(C(=O)OCC)c(C)n2CC | 10 | -24 | 14 | 2 | -5 | -1 | 7 | 4
O=c1cccc2n1Cc1cc3ccccc3nc1-2 | -87 | -62 | -2 | -5 | -3 | 4 | 22 | -91
C=CCNC(=S)NNC(=O)c1ccc(Br)o1 | -14 | 4 | -7 | -8 | -5 | -5 | -6 | -4
O=C(CSc1ccc2nnc(-c3cccc(F)c3)n2n1)NCC1CCCO1 (stereo not given) | 22 | 5 | -7 | 2 | 8 | 3 | 10 | 8
Cc1nc2cc(NC(=O)N3CCCCC3)ccc2n1C | -7 | -6 | -4 | 5 | -10 | 2 | -3 | 2
Cc1c(NC(=O)CSc2nc3ccccc3n2C)c(=O)n(-c2ccccc2)n1C | 16 | -45 | -2 | 6 | 6 | 1 | -4 | 1
O=P(O)(c1ccc(Cl)cc1)c1ccc(Cl)cc1 | -16 | 38 | -13 | 3 | -7 | -8 | 3 | 0
N=C1S/C(=C\c2ccccc2)C(=O)N1c1ccc(F)cc1 | 1 | -4 | -11 | -14 | -12 | -7 | -14 | 5
O=C(COc1cccc2cccnc12)N/N=C/c1ccc(O)cc1 | 18 | 4 | -12 | -3 | 4 | -2 | -2 | 3
Cc1cc(-c2nn(-c3ccccc3F)cc2CN2CCC(O)CC2)c(C)s1 | 0 | 10 | 5 | -5 | -2 | 6 | 16 | -7
O=C(COC(=O)CC1CC2CCC1C2)Nc1ccc(F)cc1Cl (stereo not given) | -4 | -2 | 6 | -4 | -3 | 0 | 9 | 8
N#Cc1c(-c2cccc([N+](=O)[O-])c2)nc2n(c1=O)CCS2 | 22 | 4 | 1 | 9 | -3 | -5 | 8 | 5
O=C(Cc1ccc(Br)cc1)NCCN1CCOCC1 | 10 | 9 | -4 | 7 | -3 | 3 | 6 | -8
CSc1ccc(S(=O)(=O)N2CCN(Cc3ccc4c(c3)OCO4)CC2)cc1 | 5 | -4 | 0 | -4 | 4 | 14 | -1 | 8
Cc1nc2ccc(S(=O)(=O)NCC(=O)N(C)Cc3ccco3)cc2s1 | 2 | 4 | -4 | 3 | 1 | -1 | 8 | 0
COc1ccc(NC(=O)Cn2c(=O)sc3ccccc32)c(OC)c1 | -35 | -7 | 4 | -7 | 1 | -11 | 1 | -27
O=C(NCc1ccco1)C1CCC(N2C(=O)C3C4CCC(C4)C3C2=O)CC1 (stereo not given) | -16 | -8 | 0 | -16 | -9 | 1 | 3 | -7
O=C1CCCC/C=C\C[C@H](CC(=O)N(CCO)Cc2ccccc2)C(=O)N2CCC[C@@H]2CO1 | -6 | -8 | -2 | 4 | -8 | 3 | -2 | 4
CCN(CC)S(=O)(=O)c1cc(NC(=O)C(=O)c2c(-c3ccccc3)cc3ccccn23)ccc1C | -46 | 24 | 13 | -7 | 17 | 2 | -10 | 17
CN1CCN(C(=O)c2ccccc2NC(=O)c2ccc(C(C)(C)C)cc2)CC1 | 0 | -6 | 0 | -3 | -6 | 11 | -6 | 9
CCN(C(=O)CSc1nnc(Nc2ccccc2C)s1)C1CCS(=O)(=O)C1 (stereo not given) | -17 | 0 | 1 | 0 | -8 | 6 | 6 | -8
Nc1nc(NC(=O)/C=C/c2ccccc2)nn1-c1ccccc1 | 19 | -1 | 4 | -11 | -8 | -1 | -18 | 16
c1ccc(Cn2ncc3c(N4CCCCC4)ncnc32)cc1 | 29 | 1 | -9 | 6 | -7 | 5 | 9 | 1

3 compounds already listed, ordered by their value in HKDC1 inhibitor, highest first:
smiles	697 NFkB inh	HKDC1 inhibitor	SENP7 inh	UBC13 inh	Jurkat NFkB inh
COc1ccc(NC(=O)Cn2c(=O)sc3ccccc32)c(OC)c1	-35	1	-11	1	-27
N#Cc1c(-c2cccc([N+](=O)[O-])c2)nc2n(c1=O)CCS2	22	-3	-5	8	5
O=C(NCc1ccco1)C1CCC(N2C(=O)C3C4CCC(C4)C3C2=O)CC1 (stereo not given)	-16	-9	1	3	-7

More records:
SMILES | 697 NFkB inh | Gli-Sufu antag | Apaf1 inhib | SENP8 inh | HKDC1 inhibitor | SENP7 inh | UBC13 inh | Jurkat NFkB inh
CCOc1ccc(C2OC34CCCCC3C(C#N)(C#N)C2(C#N)C(=N)O4)cc1OC (stereo not given) | 14 | 1 | 12 | 9 | 8 | 13 | -1 | 5
O=C(Nc1c2c(nn1-c1cccc(Cl)c1)CS(=O)(=O)C2)C1CC1 | -2 | 1 | 0 | -6 | -5 | -3 | 3 | -5
CCCCN(CCCC)CCNC(=O)c1cn(CC)c2ccc(S(=O)(=O)N3CCCC3)cc2c1=O | -33 | 21 | 2 | -7 | 2 | 8 | -6 | -14
O=S(=O)(Nc1cccc(CCc2ccccn2)c1)c1ccc(Cl)cc1 | -14 | 7 | 1 | -2 | 5 | 6 | 6 | 8
CC(=O)N1C(C(=O)O)Cc2c([nH]c3ccccc23)C1(C)C (stereo not given) | -21 | 4 | -6 | 5 | -1 | -2 | -5 | -7
O=C(Nc1nc2ccccc2[nH]1)C1CC1 | -23 | -17 | 0 | -6 | -2 | -13 | -11 | -4
O=C(Cc1ccccc1)NCc1ccc(F)cc1 | -79 | 5 | -6 | 1 | 1 | 4 | -2 | 8
COc1ccc(CN(C)CC(=O)Nc2cc3oc4ccccc4c3cc2OC)c(OC)c1 | 20 | 0 | 35 | -2 | 9 | 0 | 35 | -18
O=C1C(=O)N(CCN2CCOCC2)C(c2ccccc2)/C1=C(\O)c1ccc2c(c1)OCCO2 (stereo not given) | -7 | -20 | 50* | -11 | -4 | -4 | -23 | -4
N=c1c(C(=O)NCC2CCCO2)cc2c(=O)n3ccccc3nc2n1C1CCCCC1 (stereo not given) | -35 | 18 | 7 | 2 | -6 | 5 | 4 | -31
CC(=O)C1=C(O)C(=O)N(Cc2ccco2)C1c1ccccc1F (stereo not given) | 33 | -2 | 6 | 3 | -4 | 6 | -2 | 9
Cc1nc2c(C(=O)NCc3ccc4c(c3)OCO4)c[nH]n2c(=O)c1Cc1ccccc1F | -9 | -1 | 34 | -2 | 1 | -4 | -14 | -4

Profiles, looked up by structure:
Shown for O=C1C(=O)N(CCN2CCOCC2)C(c2ccccc2)/C1=C(\O)c1ccc2c(c1)OCCO2 (stereo not given) = 697 NFkB inh = -7; Gli-Sufu antag = -20; Apaf1 inhib = 50*; SENP8 inh = -11; HKDC1 inhibitor = -4; SENP7 inh = -4; UBC13 inh = -23; Jurkat NFkB inh = -4
Shown for CC(=O)C1=C(O)C(=O)N(Cc2ccco2)C1c1ccccc1F (stereo not given) = 697 NFkB inh = 33; Gli-Sufu antag = -2; Apaf1 inhib = 6; SENP8 inh = 3; HKDC1 inhibitor = -4; SENP7 inh = 6; UBC13 inh = -2; Jurkat NFkB inh = 9

The listing continues.
SMILES | 697 NFkB inh | Gli-Sufu antag | Apaf1 inhib | SENP8 inh | HKDC1 inhibitor | SENP7 inh | UBC13 inh | Jurkat NFkB inh
CC(C)c1nc(SCC(=O)Nc2ccc3c(c2)OCCO3)n[nH]1 | 16 | -7 | -20 | 3 | 1 | 7 | 10 | -1
COc1ccc(Br)cc1S(=O)(=O)N(CC(=O)N1CCN(C)CC1)c1ccccc1 | 12 | -18 | 4 | 1 | -5 | 4 | -2 | 4
CCC(C)(C)C(=O)Nc1cccc(Cl)c1C | 1 | -6 | -2 | 8 | -7 | -3 | 7 | 1
Cc1ccc(NC(=O)/C(=C\c2cccnc2)NC(=O)c2ccccc2)cc1 | -2 | 7 | -4 | -5 | -1 | 2 | 2 | -5
Cc1nn(CC(C)C)c(Cl)c1C(=O)N(c1ccc(Cl)cc1F)S(C)(=O)=O | 10 | 21 | 10 | 1 | -3 | 13 | 1 | -17
C/C(=N\Nc1nc2ccccc2[nH]1)c1ccc([N+](=O)[O-])cc1 | -8 | -4 | 9 | 1 | 0 | -10 | -55 | -4
Cc1ccc(C(=O)NCC(=O)OCC(=O)Nc2ccc(Cl)cc2C(F)(F)F)cc1C | -37 | 3 | -4 | -4 | 1 | 4 | -9 | 27
CN1CCN(c2nc3c(c(=O)[nH]c(=O)n3C)n2Cc2ccccc2F)CC1 | 4 | -16 | -11 | 1 | -9 | 2 | 8 | 14
CCN(CC)c1ccc(SS(=O)(=O)O)cc1 | 11&15 | -14&-1 | 24&27 | -1&1 | -7&-6 | 13&-1 | -8&8 | 5&0
COc1ccccc1CCNC(=O)c1ccc(OC)c(OC2CCN(C(C)C)CC2)c1 | -3 | 19 | -2 | 4 | 0 | 3 | 5 | 10
Cc1ccc(CNCC(O)(c2ccccc2)c2ccc(F)cc2)cc1 (stereo not given) | -3 | 14 | 5 | 2 | -3 | 5 | -4 | -16
C[C@@H]1CN([C@@H](C)CO)C(=O)c2cc(NC(=O)Nc3ccc(F)cc3)ccc2O[C@@H]1CN(C)Cc1ccc(Oc2ccccc2)cc1 | 26 | 17 | 42* | 7 | 0 | -3 | 21 | 12
CCC(Sc1ccc(C(=O)O)cc1)C(=O)O (stereo not given) | -13 | -1 | -1 | 1 | -4 | 0 | -7 | -15
O=C(NCc1ccco1)c1cc(-c2cccs2)nc2ccccc12 | 9 | -7 | 5 | 2 | -1 | -6 | 37 | 17
CC(C(=O)NCc1ccc2c(c1)OCO2)c1ccc([N+](=O)[O-])cc1 (stereo not given) | 5 | -8 | -14 | -4 | -9 | -5 | 2 | 12
CC(C)Cn1c(N2CCN(CC(=O)Nc3ccc(Cl)cc3)CC2)nc2ccccc21 | -16 | 42 | 32 | -9 | -1 | -4 | -3 | -2
O=C(Nc1c(F)cccc1F)c1cnc(N2CCN(c3ccccn3)CC2)c2ccccc12 | 16 | 11 | 11 | 1 | 3 | -1 | 24 | 20
COc1ccc(NC(=O)Nc2ccc3c(c2)CCC3)cc1OC | -40 | -6 | 6 | -7 | -2 | -10 | -17 | -43
COc1ccc(CCNC(=O)/C=C/c2ccc3ccccc3n2)cc1OC | 13 | 14 | 9 | -7 | -2 | 1 | -1 | 20
CSc1ccc(CN(C)C(C)C(=O)NCC2CCCCC2)cc1 (stereo not given) | -6 | -3 | 16 | 2 | -3 | 3 | 2 | 8
COC(=O)c1ccc(CSc2nc(N3CCOCC3)c3c(c2C#N)CC(C)(C)OC3)o1 | -28 | 3 | 14 | -19 | 4 | -9 | 0 | -17
O=S(=O)(c1ccc(Br)c2ccccc12)N1CCCC1 | -23 | 26 | 8 | -7 | -3 | -9 | 0 | -11
Nc1[nH][nH]c(=O)c1N=Nc1cccc(Cl)c1 | 21 | -5 | 1 | 3 | 2 | 4 | -70 | -5
CC(C)(C)c1csc(NC(=O)c2ccncc2)n1 | -26 | 25 | 1 | -10 | -18 | -5 | -12 | 12
O=C(O)c1ccccc1SCC(=O)N1CCOCC1 | 9 | -2 | -8 | 6 | -5 | 3 | 7 | -2
CC(CCO)Nc1nc2c(c(=O)n(C)c(=O)n2C)n1Cc1cccc(Br)c1 (stereo not given) | 6 | 10 | -8 | -2 | 4 | 2 | 12 | 8
CCOC(=O)C(C)(C)N(Cc1cccc(C)c1)S(=O)(=O)c1cccc([N+](=O)[O-])c1 | 13 | 7 | 11 | -3 | 13 | -5 | -9 | -1
COC(=O)c1cc(NS(=O)(=O)c2ccc(N3CCOCC3)c([N+](=O)[O-])c2)cc(C(=O)OC)c1 | 2 | -2 | 9 | -9 | -5 | -7 | -26 | 11
CS(=O)(=O)NCCn1ccc2ccccc21 | -12 | -27 | 0 | -13 | 1 | -9 | -24 | -14
CC(C)CN(CC(C)C)S(=O)(=O)N1CCC(C(=O)NCc2cccs2)CC1 | -10 | -4 | 9 | -3 | 0 | 5 | 6 | -11
CCCn1c(N)c(C(=O)CSc2nnc3ccccn23)c(=O)[nH]c1=O | 6 | 5 | 0 | 1 | -7 | 14 | 11 | -5
C/C(=N\Nc1ncc(Cl)cc1Cl)c1ccc2c(c1)OCO2 | -17 | -45 | -10 | -7 | -13 | 2 | 5 | -26

Outcome played no part in choosing rows; any-hit rate near 3.6%.
